Source: PubChem (National Center for Advancing Translational Sciences (NCATS))
Rab9 prom act: Rab9 promoter activation; Huh7 Rab9 promoter-luciferase reporter, luminescence, 24 h; actives 2.8% (n = 320,000); Potency, µM (titrated, usually from 9.22 µM), for the others: top-dose activation, negative = inhibition, most hits filed as activators; AID 485297; further: % of control where 0% means no effect; nearly all actives have a fitted effect of over 60% in size
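Huh7 cells stably carrying a Rab9 promoter-luciferase reporter, 1500 cells per well in OP-MEM I with 10% FBS, treated with compound 24 hours at 37C. Luciferase activity read by luminescence after 10 minutes with Amplite reagent.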
ELG1 genotoxic: induces genotoxicity in HEK293T cells with luciferase-tagged ELG1; HEK293T ELG1-luciferase reporter, luminescence, 16 h; Potency, µM (series often up to 46 µM), for the others: top-dose activity change, positive = activation, usual class: activators; actives 1.3% (n = 330,000); AID 504466; further: % of control where 0% means no effect; nearly all actives have a fitted effect of over 60% in size
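HEK293T cells expressing luciferase-tagged ELG1 were exposed to compound or DMSO vehicle for 16 hr at 37 °C and 5% CO2. Luciferase activity was then measured with ONE-Glo after 30 min at room temperature.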
RORg inh: inhibitors of mouse ROR gamma transcriptional activity; actives 5.4% (n = 310,000); Potency, µM (titrated, usually from 53.6 µM), without a hit: at the highest dose activity change, negative = inhibition, most hits filed as inhibitors; Drosophila S2 Gal4-RORgamma UAS-luciferase reporter, 20 h; AID 2551; P51450; further: on the % scale 0 is the no-effect control and ±100 the full control effect; nearly all actives have a fitted effect of over 60% in size
Target sequence (P51450 whole entry, looked up, the tested form may be a part): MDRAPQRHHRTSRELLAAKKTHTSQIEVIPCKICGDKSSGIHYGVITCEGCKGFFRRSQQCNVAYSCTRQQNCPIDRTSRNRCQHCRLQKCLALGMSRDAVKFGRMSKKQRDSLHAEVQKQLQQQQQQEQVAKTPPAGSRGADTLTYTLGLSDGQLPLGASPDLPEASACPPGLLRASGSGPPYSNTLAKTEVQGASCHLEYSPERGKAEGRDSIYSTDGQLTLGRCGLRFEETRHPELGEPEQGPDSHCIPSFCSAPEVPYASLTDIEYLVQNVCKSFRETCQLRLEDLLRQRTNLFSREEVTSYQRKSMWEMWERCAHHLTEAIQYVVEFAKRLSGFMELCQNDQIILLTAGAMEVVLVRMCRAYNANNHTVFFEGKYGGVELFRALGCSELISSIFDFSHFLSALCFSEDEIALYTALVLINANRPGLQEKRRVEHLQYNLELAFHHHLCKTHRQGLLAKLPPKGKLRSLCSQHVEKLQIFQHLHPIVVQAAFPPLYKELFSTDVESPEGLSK
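Using a luciferase readout, inhibitors were identified by reduced reporter activity in Drosophila cells coexpressing a copper-inducible Gal4–ROR gamma fusion and UAS-driven Photinus luciferase, incubated 20 hr after 700 uM copper sulfate.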
p53 reactivation: re-activators of mutant p53; H1299 p53-A138V BP100-luciferase reporter, luminescence, 24 h; Potency, µM (highest dose often 92.2 µM), inactives show top-dose activity change, positive = activation, usual class: activators; actives 0.063% (n = 320,000); further: % of control where 0% means no effect; nearly all actives have a fitted effect of over 45% in size
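p53-null H1299 cells stably carrying temperature-sensitive p53-A138V and a BP100-luciferase reporter were pinned with compounds (4-point, 1:5 series) and held 24 hrs at 37 deg C. Luminescence was read 10 min after detection reagent.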
MBNL1-CUG inh: blocks human MBNL1 binding to CUG repeat RNA; TR-FRET MBNL1-His/biotin-(CUG)12 binding, 665/545 ratio; Potency, µM (titrated, usually from 57.5 µM), for inactives: top-dose activity change, negative = inhibition, actives largely listed as inhibitors; actives 0.036% (n = 280,000); AID 2675; active means well fitted inhibition curve with a large enough effect in the signal ratio, with a control signal flat, not every such curve was filed as active; inconclusive means small, poorly fitted or top-dose-only effect, or effect the other way, or a change in a side signal; inactive means no such curve, though single readings can be large or run the other way; the % refers to the signal ratio; further: on the % scale 0 is the no-effect control and ±100 the full control effect
Target sequence (Q9NR56 whole entry, looked up): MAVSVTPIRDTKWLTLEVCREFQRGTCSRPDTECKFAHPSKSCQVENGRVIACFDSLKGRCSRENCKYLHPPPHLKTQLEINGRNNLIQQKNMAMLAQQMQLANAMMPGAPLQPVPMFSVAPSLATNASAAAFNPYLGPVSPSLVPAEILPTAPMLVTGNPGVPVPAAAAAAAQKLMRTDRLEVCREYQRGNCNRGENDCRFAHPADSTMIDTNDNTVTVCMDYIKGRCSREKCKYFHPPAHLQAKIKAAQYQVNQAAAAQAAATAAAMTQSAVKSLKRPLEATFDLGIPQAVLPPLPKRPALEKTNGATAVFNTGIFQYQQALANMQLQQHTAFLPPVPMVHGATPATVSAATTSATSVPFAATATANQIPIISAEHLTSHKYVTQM
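TR-FRET between His-tagged MBNL1 and biotin-(CUG)12 RNA, detected with Tb anti-His antibody (0.055 ng/ul) and streptavidin-XL665 (5 nM), 60 min at room temperature. Compounds titrated 92 nM to 58 uM; 665/545 nm ratio normalized to buffer and complex controls.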
BRCA1 expr up: activators of BRCA1 expression. actives 1.1% (n = 380,000). MCF7-BRCA1-FFLuc reporter, luminescence, 48 h; response scale: scaled: vehicle 0%, 10 µM genistein 100%. Potency, µM (highest dose often 46.1 µM), for inactives: at the top dose activation, usual class: activators. AID 624202; further: nearly all actives have a fitted effect of over 80% in size; some results filed as inactive show a strong effect at the top dose
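Reporter cells (MCF7, BRCA1 promoter-firefly luciferase) received library compounds across a concentration series for 48 h. End-point luminescence was measured and concentration-effect curves derived after normalization.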
FLuc counter: inhibits or activates purified firefly luciferase, miR-21 counter-screen. purified FLuc, Km substrates, luminescence inhibition. Potency, µM (highest dose often 57.5 µM), for inactives: at the highest dose activity change, negative = inhibition, hits mostly inhibitors. AID 588342. actives 6.9% (n = 360,000). P08659;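 further: plate controls were vehicle for no effect and reference inhibitor for full effect; nearly all actives have a fitted effect of over 55% in size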
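Biochemical qHTS of compounds, final roughly 60 µM downward over six points, against 10 nM purified firefly luciferase using Km concentrations of substrates (10 uM D-luciferin, 10 uM ATP) in Tris acetate pH 7.5 buffer; luminescence output.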
uPA surface inh: inhibitors of cell surface uPA generation | cell surface uPA generation assay, qHTS | Potency, µM (titrated, usually from 38.3 µM), for inactives: top-dose activity change, negative = inhibition, actives largely listed as inhibitors | actives 0.31% (n = 330,000) | AID 540303; active means well fitted inhibition curve with a large enough effect; inconclusive means small, poorly fitted or top-dose-only effect; inactive means no such curve, though single readings can be large or run the other way; tested in mouse RAW 264.7 cells; further: on the % scale 0 is the no-effect control and ±100 the full control effect; nearly all actives have a fitted effect of over 55% in size
NPC1 promoter act: NPC1 promoter activation; Huh7 NPC1 promoter luciferase reporter, 24 h; Potency, µM (highest dose often 9.22 µM), for inactives: top-dose activation, usual class: activators; actives 2.4% (n = 320,000); AID 485313;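 further: % of control where 0% means no effect; nearly all actives have a fitted effect of over 60% in size; reporter is driven by a mutant NPC1 promoter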
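Quantitative HTS used a cell-based reporter: Huh7 cells stably bearing the NPC1 promoter upstream of luciferase were treated with compounds for 24 h, and promoter activation was read as luminescence.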
Gal4-VP16 FLuc: Gal4-VP16 reporter inhibition counter-screen | Drosophila S2 Gal4-VP16 UAS-luciferase, luminescence, 20 h | Potency, µM (doses to about 53.6 µM), without a hit: top-dose activity, negative = inhibition, actives largely listed as inhibitors | actives 3.5% (n = 310,000) | AID 2546;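 further: Gal4-VP16 expression switched on by copper sulfate through the metallothionein promoter; on the % scale 0 is the no-effect control and ±100 the full control effect; nearly all actives have a fitted effect of over 50% in size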
* marks the source's active call; other numbers are inactive results; ? = inconclusive; · = no result given; & = joins results of further samples; [ ] = remark or other dose. Unless noted, the call rests on the fitted dose curve; in most records, active means well fitted curve in the direction sought with a large enough effect; inconclusive means small, poorly fitted or top-dose-only effect, or another doubt; inactive means no such curve, though single readings can be large; an effect the other way counts as inactive or inconclusive. Potency means the concentration at half of the fitted maximal effect. Rows were taken by chance; about 13% have a hit in one of these screens.

SMILES | Rab9 prom act | ELG1 genotoxic | RORg inh | p53 reactivation | MBNL1-CUG inh | BRCA1 expr up | FLuc counter | uPA surface inh | NPC1 promoter act | Gal4-VP16 FLuc
O=C(COC(=O)CCS(=O)(=O)c1ccc(Cl)cc1)Nc1ncc(Cl)cc1Cl | 9% | 2% | 0% | -16% | 18% | 0% | 0% | 0% | 0% | 0%
CCOC(=O)Cn1c(=O)cc(C)c2ccccc21 | 10% | 1% | -9% | -1% | -5% | -19% | 0% | -16% | -2% | -15%[10 µM]
CCCS(=O)(=O)N1CCN=C1SCc1cccc(F)c1 | 3% | 3% | 0% | 6% | -3% | -10% | 2% | -15% | -8% | -4%
CN1CCN(CC(=O)N2CCn3c4c(c5cc(C6CCCCC6)ccc53)CCCC42)CC1 (stereo not drawn) | 2% | -41%[inhibitor] | 2.2µM* | 0% | -4% | -92%[inhibitor] | -5% | 4% | -7% | ?
Cc1cc(Br)ccc1OCCCCN1CCCCC1 | -7% | -5% | -9% | -5% | -1% | -55% | 1% | -4% | 1% | -6%
c1ccc2c(-c3nnc4n3CCCCC4)c[nH]c2c1 | -24% | 0% | 9% | -3% | 2% | 0% | -4% | -4% | 0% | -4%
CNC(=O)c1ccc(C)c(NC(=O)C2=C(C)OCCS2)c1 | 1% | 1% | 9% | -3% | -5% | 5% | 0% | -4% | 1% | 2%
CS(=O)(=O)c1ccc(Cl)c(NC(=O)CCl)c1 | -9% | -14% | 14µM* | -12% | -4% | -71% | -3% | · | -14% | -66%
CN1CCN(c2cc(N3CCN(C(=O)c4ccco4)CC3)c3c4c(onc24)-c2ccccc2C3=O)CC1 | 2% | -5% | -45% | -20% | ? | -40% | ? | -7% | -3% | ?
CC(C)(C)c1ccc(OCC(=O)NNC(=O)C2CCCO2)cc1 (stereo not drawn) | -4% | -1% | -6% | -4% | ? | -8% | 0% | 1% | -2% | -14%
CCCCn1c(SCC(=O)Nc2cc(C)on2)nc2ccccc2c1=O | -2% | 3% | 31% | 15% | ? | 6% | 8% | · | -1% | -7%[0.365 µM]
O=C(O)c1cccnc1Sc1ccccc1Cl | 0% | 0% | -7% | 3% | -13% | 29% | -4% | -11% | 6% | -7%
COc1ccc(-c2csc(Nc3cccc(C)n3)n2)cc1C | 1.6µM* | ? | ? | ? | 21% | ? | 3.4µM* | -2% | 2.2µM* | -16%
O=C(Cn1cnc2cc([N+](=O)[O-])ccc2c1=O)Nc1ccccc1Cl | 0% | -3% | 8% | -4% | ? | -8% | 0% | -8% | 3% | -7%
CCCCN(CC(=O)NCc1ccc(Cl)cc1)S(=O)(=O)c1ccc2c(c1)OCCO2 | 1% | 0% | 5% | -7% | -13% | -21% | 0% | 9% | -3% | -12%
Cn1c(N=Nc2ccccc2)nc2ccccc21 | 0.4µM* | 1.2µM* | 0.71µM* | · | ? | -73%[inhibitor] | 0.48µM* | -14% | 0.71µM* | 1.3µM*
O=C(CSc1ccc(-c2cccnc2)nn1)Nc1ccc(F)c(F)c1 | -1% | -19% | 16% | -4% | 56%[activator] | -19% | -3% | 2% | -4% | -6%
O=C(Nc1nnc(S(=O)(=O)N2CCCCC2)s1)c1ccccc1Br | 6% | 1% | 15% | · | 3% | -8% | 3%&-13% | 7% | 0% | -7%
CCc1ccccc1NC(=O)CN(C)S(=O)(=O)c1ccc(-c2ccc(=O)[nH]n2)s1 | 5% | -6% | 15% | -1% | ? | -8% | -1% | 6% | 1% | 15%
CCOC(=O)c1sc2nc(C)cc(C)c2c1NC(=O)c1ccco1 | 1% | 0% | 3% | -14% | 11% | 2% | -1% | -3% | -4% | -6%
CN1C(=O)/C(=C/c2ccc(OC(=O)c3ccco3)cc2)SC1=S | -1% | 4% | 1% | 9% | 15% | -4% | -1% | 5% | 4% | 28%
Cc1cccc(NC(=S)NC2CCCCCC2)c1C | -1% | 0% | 3.2µM* | 7% | -12% | -6% | 6% | -1% | -2% | 7.1µM*
COc1ccc2c(c1)CCc1c(C(=O)N3CCOCC3)noc1-2 | 3.2µM* | 12µM* | -9% | 13% | -1% | 2.8µM* | 11µM* | · | 4µM* | 5%[0.365 µM]
COc1ccc(NC(=O)CSc2nnc(NC(=O)c3ccco3)s2)cc1 | 16% | 17% | 22% | 4% | 4% | -6% | 15µM* | -17% | 14% | 12%
O=C1Nc2ncccc2OC1CCO (stereo not drawn) | 0% | -2% | 11% | -6% | -1% | 20% | -1% | 0% | -3% | 3%

New compounds follow.
SMILES | Rab9 prom act | ELG1 genotoxic | RORg inh | p53 reactivation | MBNL1-CUG inh | BRCA1 expr up | FLuc counter | uPA surface inh | NPC1 promoter act | Gal4-VP16 FLuc
CCOc1ccccc1NC(=O)CSc1nc2ccccc2nc1N1CCCC1 | 3% | -7% | 7% | 9% | 12% | -44% | 0% | 5% | -5% | -1%
Cc1csc(SCC(=O)Nc2cc(S(=O)(=O)N3CCOCC3)ccc2N2CCOCC2)n1 | 1% | 2% | 3% | -1% | 6% | 6% | 5% | 10% | -4% | -2%
O=C(CC1S/C(=N/N=C/c2c[nH]c3ccccc23)NC1=O)Nc1ccccc1 (stereo not drawn) | 3% | 0% | ? | 7% | · | -28% | 1% | 1% | 1% | 7%
O=C(CCCN1C(=O)NC2(CCCC2)C1=O)Nc1ccc(Cl)c(S(=O)(=O)N2CCOCC2)c1 | 0% | -1% | · | 9% | · | -13% | 4% | 8% | -2% | ·
CC1(C)CC(=O)C2=C(C1)N(Cc1ccco1)C(=O)C2(O)C(F)(F)F (stereo not drawn) | 2% | 1% | 13% | 6% | -8% | -1% | -1% | -7% | 6% | 3%
CN(C(=O)COC(=O)C1c2ccccc2Oc2ccccc21)C1CCS(=O)(=O)C1 (stereo not drawn) | 4% | 6% | -1% | -1% | -1% | -17% | 3% | -3% | 1% | 0%
Cc1nnc(N/N=C/c2cc(C)n(-c3ccc(F)cc3)c2C)n1N | 2% | 4% | 11µM* | -13% | -11% | -93% | ? | -18% | -1% | ?
Cc1cc(-c2ccccc2)nc(N/N=C/c2ccc(O)cc2)n1 | 0% | -2% | · | 7% | · | 17% | 1.5µM* | -19% | 12% | ·
NC(=NCCc1c[nH]c2ccccc12)NC(=O)c1ccc(Cl)cc1 | -9% | 13% | -1% | 5% | -1% | -3% | -13% | 5% | -4% | ?
Cc1ccc(S(=O)(=O)N2CCCCC2)cc1NC(=O)Cn1ccc(C(F)(F)F)n1 | 1% | -10% | 30% | 1% | -1% | -27% | -1% | 4% | -2% | 3%
CCN(CC)C(=O)c1nc[nH]c1C(=O)N(C)Cc1ccccc1 | -4% | 3% | · | 1% | · | 6% | -1% | 17% | -3% | ·
CCCc1oc(C(=O)O)cc1CN1CCOCC1 | -1% | 2% | 3% | 4% | -24% | 4% | -2% | -13% | 5% | 0%
CSCCC(N=C1NS(=O)(=O)c2ccccc21)C(=O)NCCc1ccccc1 (stereo not drawn) | 2% | 0% | 14% | -7% | -1% | 1% | 9% | -2% | -2% | -5%
NNC(=O)CSc1c(-c2ccccc2)c2cc(Cl)ccc2[nH]c1=O | -1%[1.84 µM] | -4% | -3% | -5% | 40%[activator] | -16% | 0% | 0% | -4% | 5%
COCCn1c(SCC#N)nnc1-c1ccccc1O | -5% | 0% | -3% | 4% | -10% | -9% | 0% | · | 0% | ?
CCc1ccc(NC(=S)NC2CCN(Cc3ccccc3)CC2)cc1 | -1% | 1% | 10µM* | -4% | -10% | -44% | -3% | -2% | -2% | ?
O=C(COC(=O)c1ccc(S(=O)(=O)NCc2ccco2)cc1)NCCC1=CCCCC1 | -1% | -2% | -9% | 5% | -4% | 13% | -1% | 0% | 0% | 5%
COc1ccccc1NC(=S)N(CCCN1CCOCC1)Cc1ccccn1 | 7% | 1% | -8% | 3% | · | -9% | -1% | 10% | -1% | -9%
COc1cc(C(=O)NCc2ccccn2)ccc1OCc1c(C)noc1C | -2% | -1% | -24% | -4% | 0% | -15% | -1% | 5% | -5% | 2%
COc1cc2c(cc1CNC[C@H]1O[C@@H](n3cnc4c(N)ncnc43)[C@H](O)[C@@H]1O)OCO2 | · | 0% | · | 8% | · | -8% | · | 14% | · | ·
COc1cc(C(C(=O)NC(C)(C)C)N(Cc2ccccc2)C(=O)c2cnccn2)cc(OC)c1OC (stereo not drawn) | 5% | -2% | 2% | -1% | -14% | 5% | -2% | 5% | -3% | 2%
Cc1ccccc1NC(=O)CN1C(=O)N/C(=C\c2ccc(N3CCOCC3)c(F)c2)C1=O | 0% | 17% | 17% | 2% | 22% | 0% | -16% | 1% | -2% | 3%
CC(=O)c1ccc(NC(=S)NC(=O)CC(C)C)cc1 | ? | 17% | 13µM* | ? | 15% | 7.9µM* | -15% | -5% | 27% | ?
O=C(O)c1cnn(-c2ccccc2)c1C(F)(F)F | -8% | 1% | 1% | 2% | -2% | 0% | ? | 3% | -3% | -4%

Three entries from above, ordered by the number in Rab9 prom act, falling:
compound | Rab9 prom act | RORg inh | p53 reactivation | uPA surface inh | NPC1 promoter act
COc1ccc2c(c1)CCc1c(C(=O)N3CCOCC3)noc1-2 | 3.2µM* | -9% | 13% | · | 4µM*
COc1ccc(-c2csc(Nc3cccc(C)n3)n2)cc1C | 1.6µM* | ? | ? | -2% | 2.2µM*
Cn1c(N=Nc2ccccc2)nc2ccccc21 | 0.4µM* | 0.71µM* | · | -14% | 0.71µM*
